Compound activity (PubChem BioAssay)
NOD2-RIPK2 inh – blocks binding of human NOD2 to RIPK2. inhibition, % at 4.98 µM. O43353. 360,000 tested, 0.38% active. CHO BLA complementation NOD2-RIPK2, CCF4 ratio; in the data active = inhibition above about 21%;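 note: 0% = vehicle only and 100% = reference blocker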
Target sequence (O43353 whole entry, looked up): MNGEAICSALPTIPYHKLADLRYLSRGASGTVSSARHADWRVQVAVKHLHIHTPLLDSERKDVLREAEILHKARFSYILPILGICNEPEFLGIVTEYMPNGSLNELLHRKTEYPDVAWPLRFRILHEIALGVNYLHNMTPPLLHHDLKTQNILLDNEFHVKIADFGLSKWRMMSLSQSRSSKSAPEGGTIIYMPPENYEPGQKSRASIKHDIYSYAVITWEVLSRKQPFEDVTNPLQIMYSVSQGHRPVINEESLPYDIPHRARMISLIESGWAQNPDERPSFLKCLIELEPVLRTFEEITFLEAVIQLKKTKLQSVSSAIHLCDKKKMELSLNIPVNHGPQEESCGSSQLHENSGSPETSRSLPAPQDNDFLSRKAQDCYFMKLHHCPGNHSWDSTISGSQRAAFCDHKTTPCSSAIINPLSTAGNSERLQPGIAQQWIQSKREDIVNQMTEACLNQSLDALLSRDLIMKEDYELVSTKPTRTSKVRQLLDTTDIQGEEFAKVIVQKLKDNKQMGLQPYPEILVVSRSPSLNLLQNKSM
ABHD5 PLIN5 PPI – inhibitors of human ABHD5-perilipin-5 interaction | AID 602281 | 360,000 tested, 0.78% active | inhibition, % at 4 µM | Split G. princeps luciferase complementation, luminescence, 4 h | Q00G26+Q8WTS1;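 active = inhibition above the mean inhibition across every tested compound plus 3 SD, cut at about 22% in these data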;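 note: 0% = DMSO only wells and the 100% control is not disclosed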
TLR9-MyD88 block – blocks human TLR9 binding to MyD88 | Q9NR96+Q99836 | CHO BLA complementation TLR9-MyD88, CCF4 FRET ratio | inhibition, % at 4.98 µM | 340,000 tested, 0.21% active;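 active = inhibition above the mean over all tested compounds plus 3 SD, cut at about 21% in these data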;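 note: 0% = DMSO only wells and 100% = clavulanate BLA inhibitor control wells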
LRH-1 inv ag – inverse agonists of human LRH-1 (NR5A2) | O00482 | HEK293T StAR-luciferase reporter, LRH-1 transfected, 24 h | 360,000 tested, 0.13% active | inhibition, % at 3.6 µM;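 active = inhibition above the mean inhibition of all tested compounds plus 3 SD, cut at about 73% in these data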;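 note: 0% = DMSO wells and 100% = reporter-only cells lacking LRH-1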
MC4R antagonist – human MC4R antagonism in cAMP assay | P32245 | MC4R-expressing cells, MTII-stimulated cAMP, LANCE TR-FRET | inhibition, % at 6.5 µM | 360,000 tested, 0.48% active | AID 540295;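 active = inhibition above its plate's cutoff, the mean of tested wells on that plate plus 3 SD, cut at about 29% in these data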;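 note: 0% = Melanotan II alone and 100% = Melanotan II plus saturating MCL0020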
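System – human MC4R-expressing U2OS cells · Also added – Melanotan II · Dosing – one concentration, 6.5 µM nominal · Timing – 30-min compound, 1-h challenge, 1-h detection, room temperature · Measured by – Eu-cAMP/anti-cAMP TR-FRET, emission 671 nm · Replicates – singlicate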
SRC3 inh – human NCOA3 inhibition. HEK293 GAL4-SRC3 luciferase reporter, luminescence. 360,000 tested, 0.17% active. Q9Y6Q9. inhibition, % at 3.6 µM;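 active = inhibition above a per-campaign cutoff, the mean of all compounds plus 3 SD, cut at about 60% in these data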;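 note: 0% = DMSO-treated cells and 100% = gossypol-treated cells at 36 µM; higher means less SRC3-driven luciferase light from the GAL4 reporter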
EBV LMP1 NFkB – inhibitors of Epstein-Barr LMP1-induced NF-kappaB reporter. LMP1-induced NF-kappaB luciferase reporter cells, luminescence. inhibition, % at 12.5 µM. 350,000 tested, 0.69% active. AID 504558; in the data active = inhibition above about 41%;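 note: 0% = neutral control wells and 100% = reference inhibitor control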
SRC2 inh – human SRC2 (NCOA2) inhibition; Q15596; HEK293 GAL4-SRC2 luciferase reporter, luminescence; inhibition, % at 9 µM; 370,000 tested, 0.17% active; AID 651957;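 active = inhibition above the mean inhibition of all tested compounds plus 3 SD, set per campaign, cut at about 52% in these data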;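 note: 0% = DMSO treated cells and 100% = cells given Gossypol at 36 µM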
NCOA1 inh – inhibitors of human steroid receptor coactivator 1 (SRC1); HEK293 GAL4-SRC1 luciferase reporter, luminescence; inhibition, % at 3.6 µM; 360,000 tested, 0.12% active;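 active = inhibition above the campaign mean plus 3 SD, with each screening campaign given its own cutoff, cut at about 60% in these data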;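 note: 0% = DMSO treated cells and 100% = gossypol at 36 µM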
NR2F2 inh – blocks human COUP-TFII nuclear receptor | P24468 | HEK293T NGFI-A luciferase reporter, luminescence | inhibition, % at 8.6 µM | 370,000 tested, 0.7% active;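 active = inhibition above a per-plate cutoff, mean inhibition of test wells between control levels plus 3 SD, cut at about 38% in these data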;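 note: cells cotransfected with COUP-TFII expression vector driving the NGFI-A reporter; 0% = median of COUP-TF2 test wells and 100% = reporter-only cells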
Target sequence (P24468 whole entry, looked up): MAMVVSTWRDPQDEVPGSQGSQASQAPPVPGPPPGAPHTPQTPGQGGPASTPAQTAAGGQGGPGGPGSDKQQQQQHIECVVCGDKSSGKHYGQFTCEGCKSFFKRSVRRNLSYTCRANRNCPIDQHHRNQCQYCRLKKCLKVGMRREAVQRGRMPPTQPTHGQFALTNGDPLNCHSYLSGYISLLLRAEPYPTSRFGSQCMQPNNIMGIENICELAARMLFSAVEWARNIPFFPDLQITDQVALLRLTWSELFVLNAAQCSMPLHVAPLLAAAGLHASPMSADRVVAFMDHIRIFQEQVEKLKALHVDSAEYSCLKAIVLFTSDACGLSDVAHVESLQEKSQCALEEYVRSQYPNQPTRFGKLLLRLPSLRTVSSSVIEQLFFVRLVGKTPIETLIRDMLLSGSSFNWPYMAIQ
MC4R ag barr – activates human MC4R beta-arrestin recruitment. 360,000 tested, 0.98% active. P32245. U2OS MC4R beta-arrestin complementation, luminescence; percent of melanotan II response, DMSO zero. activation, % at 8.9 µM. AID 540308;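 active = activation above a per-plate cutoff, the mean activation of sample wells on that plate plus 3 SD, cut at about 8% in these data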
Starred values were filed as active, the others as inactive; · = not tested or not shown. The list is partial, so the mix of outcomes need not match the whole.

SMILES	NOD2-RIPK2 inh	ABHD5 PLIN5 PPI	TLR9-MyD88 block	LRH-1 inv ag	MC4R antagonist	SRC3 inh	EBV LMP1 NFkB	SRC2 inh	NCOA1 inh	NR2F2 inh	MC4R ag barr
CCN(CC)S(=O)(=O)c1cccc(NC(=O)C2CC(=O)N(c3ccc4c(c3)OCCO4)C2)c1 (configuration not stated)	2	9	-4	15	3	-24	6	4	-29	21	-1.8
CCN(CC)c1ccc(S(=O)(=O)N2CCOCC2)cc1NC(=O)CN1CCc2ccccc2C1	-4	4	-8	9	25	9	11	8	13	12	0.5
CN1[C@@H](CC(=O)c2ccccc2)CCC[C@H]1C[C@H](O)c1ccccc1	-6	2	-12	-29	13	-7	3	-9	-27	-2	-0.7
O=C(N/N=C\c1ccc(OC(=O)c2cccs2)cc1)c1ccc(Cl)cc1	3	-2	6	-14	-3	1	-20	-13	-28	-2	-3.7
C=CCNC(=S)N/N=C/c1ccc(C)c([N+](=O)[O-])c1	2	5	5	-4	-4	-2	3	-15	2	10	-1.4
Cc1nc2c(-c3ccccc3)c(C)nn2c(C)c1CCC(=O)N1CCOCC1	-7	4	-9	-15	-2	-20	-7	-1	-4	-6	-2.8
COc1ccc(-c2cnc3c(NC=O)cc(-c4ccoc4)cn23)cc1OC	-4	16	·	10	-16	-5	·	3	8	-21	15*
CCOc1ccc(NC(=O)c2cccc(-n3cccc3)c2)cc1S(=O)(=O)N1CCOCC1	-6	5	-9	1	14	-10	-1	-26	-9	-9	0.8
CCN(CC)S(=O)(=O)c1cccc(NC(=O)COC(=O)C2COc3ccccc3O2)c1 (configuration not stated)	-10	-5	6	-5	1	-17	34	-13	-48	-5	-2.2
CC1(C)C2([N+](=O)[O-])CN3CC1([N+](=O)[O-])CN(C2)C31CCCC1	2	2	8	9	0	-10	-8	3	-27	-2	-1.9
CCCOc1ccc(-c2nc(C#N)c(N3CCc4ccccc4C3)o2)cc1	-6	-4	-11	7	4	-27	4	-10	4	16	1.9
Cn1nc(C(C)(C)C)cc1NC(=O)C1(C)CCN1C(=O)CCc1ccccc1 (configuration not stated)	0	3	·	-3	-1	3	·	-8	20	11	0.2
CCOC(=O)N=Nc1c(O)n(CC)c2ccccc12	-2	2	-3	7	11	-1	6	-21	-2	7	-1.6
COc1ccc(OC)c(S(=O)(=O)N2CCN(C(=O)c3ccco3)CC2)c1	-2	0	2	10	2	3	0	-23	2	-7	-0.4
CC(=O)OCC(OC(C)=O)C(OC(C)=O)C(OC(C)=O)C(=O)Nc1ccccc1C (configuration not stated)	1	9	-12	5	-1	-15	4	-18	16	-2	0.2
CC(=O)Nc1ccccc1C(=O)N1CCc2ccccc21	-6	-3	-2	14	-2	-16	-4	-7	-13	-3	0.8
O=C1[C@H]2[C@@H](c3ccc(Cl)cc3)N3C(=O)N(c4cccc(Br)c4)C(=O)[C@@]3(Cc3ccc(Cl)cc3)[C@H]2C(=O)N1C1CCCCC1	-3	-8	7	0	3	24	1	-22	3	3	0.1
COc1ccc(NC(=O)Nc2ccc3c(c2)C(=O)N([C@@H](C)CO)C[C@@H](C)[C@@H](CN(C)CC2CCCCC2)O3)cc1	-1	-2	-2	21	2	11	-10	3	-42	20	-0.3
c1ccc2c(c1)nc(CN1CCOCC1)n1c3ccccc3nc21	-1	-3	-11	-2	7	-9	-2	-10	-17	-6	-0.3
CCCc1cc(C(=O)Cc2nc3ccccc3s2)c(O)cc1O	-7	-5	7	-9	-2	-20	-8	-47	-3	-19	-0.8
O=C(CSc1cccc[n+]1[O-])Nc1ccc2c(c1)OCO2	7	0	-12	-25	-2	-4	0	-8	-34	-3	-1.8
O=C(Cn1cnc2c(OCc3ccccc3)ncnc21)NCc1ccccc1	-7	-2	-7	7	3	-16	-15	19	0	-12	-0.1
O=C(Nc1ccccc1)c1cc(C2CCCCN2S(=O)(=O)c2ccccc2)on1 (configuration not stated)	10	5	·	-82	18	-45	·	-38	-45	-13	-1.1
COc1ccc(-c2nnc(NC(=O)c3ccccc3[N+](=O)[O-])s2)c(OC)c1	-1	10	2	-3	12	-7	0	-5	4	-11	-0.1
CCN1C(=O)C(O)(CC(=O)c2ccc(-n3cccc3)cc2)c2ccccc21 (configuration not stated)	8	0	-5	2	0	-6	1	10	-2	16	-0.5
COc1ccc(-c2cccc(-c3cc(=O)oc4cc(OC)c(OC)c(OC)c34)c2)cc1	2	0	-2	-1	-1	-7	-1	0	3	5	-2.2
COc1cc(NC(=O)C2CCCO2)c(OC)cc1Cl (configuration not stated)	7	0	-1	-6	-4	16	2	-26	-6	-2	2.4
COc1ccc(C)cc1NC(=O)c1ccc(OC(F)F)cc1	0	-5	-3	12	0	-1	1	5	5	3	-1.4
COc1cc(NC(=O)CN(C)Cc2ccc(OC(F)F)cc2)c(C)cc1[N+](=O)[O-]	8	3	5	-3	11	1	9	1	-20	-8	-0.6
O=C(Nc1nc2ccccc2s1)c1ccc2c(c1)OCO2	-3	0	-6	-171	13	-39	27	3	-205	2	0.2

Structures above shown as hits in MC4R ag barr.
SMILES	NOD2-RIPK2 inh	ABHD5 PLIN5 PPI	TLR9-MyD88 block	LRH-1 inv ag	MC4R antagonist	SRC3 inh	EBV LMP1 NFkB	SRC2 inh	NCOA1 inh	NR2F2 inh	MC4R ag barr
COc1ccc(-c2cnc3c(NC=O)cc(-c4ccoc4)cn23)cc1OC	-4	16	·	10	-16	-5	·	3	8	-21	15*

(list continues)
SMILES	NOD2-RIPK2 inh	ABHD5 PLIN5 PPI	TLR9-MyD88 block	LRH-1 inv ag	MC4R antagonist	SRC3 inh	EBV LMP1 NFkB	SRC2 inh	NCOA1 inh	NR2F2 inh	MC4R ag barr
CCc1ccccc1Nc1nc2ccccc2n1C	-5	-8	10	-5	4	5	2	3	-19	-3	0.2
Nc1nonc1-n1nnc(C(=O)N/N=C/c2ccccc2)c1CSc1ccccc1	-11	-5	·	16	-3	14	·	-8	-16	-9	2.5
CC(C)(C)C(=O)COC(=O)CCc1nc2ccccc2[nH]c1=O	-3	-3	6	1	-4	4	0	-30	4	16	1.4
CCn1nc(C)cc1C(=O)N1CCCC(N2CCN(c3ccccc3OC)CC2)C1 (configuration not stated)	-4	-4	-11	3	9	20	1	2	6	-15	-0.1
Cc1c(CCCl)c(Cl)n2c(nc3ccccc32)c1C#N	9	11	1	-2	-11	3	66*	17	-13	-13	-0.9
Cc1ccccc1N(CC(=O)NCc1ccncc1)S(C)(=O)=O	5	8	-11	14	1	8	0	4	-23	18	-1.6
CCCCNC1(C#N)CCN(Cc2ccccc2)CC1	0	4	-8	-7	11	4	4	-36	12	4	-1.6
CC(C)(C)NC(=O)C(c1ccncc1)N(C(=O)C1CSC(=O)C1)c1ccccc1 (configuration not stated)	-2	3	-12	5	14	0	-2	5	-15	4	-2.0
O=c1/c(=C/c2ccccn2)sc2nc3ccccc3n12	-9	-2	-19	-112	0	-81	-38	-51	-93	-69	-0.4
CS(=O)(=O)N(CC(=O)Nc1ccccc1C(=O)NCCc1ccccc1)c1ccc2c(c1)OCCO2	-7	4	-4	-25	1	-8	6	-11	-56	-15	1.3
CCc1nnc(NC(=O)CCC(=O)NC2CCCCCCC2)s1	-2	-3	9	2	0	0	0	-2	-8	-28	-2.0
COc1ccc(C(=O)COC(=O)C2CCN(S(=O)(=O)c3cccc4cccnc34)CC2)cc1	3	1	0	-14	15	11	-16	-5	14	8	-0.5
Cn1c2c(c(=O)n(C)c1=O)C(CC(=O)Nc1ccccc1)C(=O)N2 (configuration not stated)	-13	-6	5	-3	0	-2	6	-10	-10	-4	-1.9
C=C1CCC[C@]2(C)C[C@H]3OC(=O)C(CNCCN(C)C)[C@H]3CC12 (some centres not stated)	2	-5	10	-22	10	-2	1	7	-1	-13	-1.3
COc1ccc(NC(=O)Nc2ccc(C)cc2OC(F)F)cc1OC	-2	-5	4	10	0	-3	12	-18	1	2	-1.2
Cc1cc(C)c(NC(=O)C(C)(C)C)c(Cl)c1	-14	-3	4	13	8	8	6	11	4	6	-1.1
CC(C)C1=CC(=NS(=O)(=O)c2cccc([N+](=O)[O-])c2)C=C(C(C)C)C1=O	6	5	14	-16	2	12	3	10	-5	14	-0.5
COc1ccc(NC(=O)c2cc(-c3cc(C)cc(C)c3O)n[nH]2)cc1Cl	5	-1	8	11	12	3	-12	12	-2	3	3.6
Cc1ccc(C(CCN)c2ccco2)cc1 (configuration not stated)	-3	-3	0	1	-2	-20	-1	7	-13	-6	-1.8
O=C(NCc1ccco1)c1ccc2c(c1)S(=O)(=O)c1ccccc1C2=O	12	6	0	-14	-2	8	5	0	1	7	0.0
O=C(O)CC(C(=O)Nc1cccc(C(F)(F)F)c1)C1CCCO1 (configuration not stated)	-3	5	-10	-9	1	-3	-6	16	-5	2	-0.3
Cc1cc(=O)[nH]c(SCC(=O)Nc2cccc(C(F)(F)F)c2)n1	5	-4	7	11	20	10	-3	-26	-4	-3	0.4
O=C(Nc1sc2c(c1C(=O)O)CCC2)c1ccccc1Cl	-1	-1	5	0	-1	2	-7	9	1	21	-1.5
O=C1C[C@H](NC(=O)OCc2ccccc2)CO1	-15	8	9	-18	6	-15	3	-5	-3	4	-2.8
CC(C)(Cc1nc2ccccc2[nH]1)C(=O)O	-5	5	-4	0	2	19	-11	1	-6	5	-1.2
Cc1cc(Cl)ccc1NC(=S)NCCN1CCOCC1	0	-2	-3	-24	7	9	6	-9	-19	1	-2.0
CCNC(=S)NNc1nnc(-c2ccccc2)c(-c2ccccc2)n1	-6	-1	-3	-7	0	2	-1	16	11	5	0.0
COc1ccc(CN2CCc3c([nH]c4ccccc34)C2)cc1Br	4	12	13	19	-9	10	12	4	15	33	1.0
CCOC(=O)c1sc(=S)n(-c2ccccc2)c1N	3	2	-5	3	1	-15	4	0	11	3	-0.6
O=C(NCc1ccc(Cl)cc1)c1ccc2c(=O)n(CC3CCCO3)c(=S)[nH]c2c1 (configuration not stated)	2	-5	-9	-6	-6	17	10	24	1	0	-0.2
CCNC(=O)COC(=O)c1cc(-c2ccco2)nc2ccccc12	-5	0	-2	6	-3	-9	-6	15	13	23	-1.2
CC1=NN(c2ccccc2)C(=O)C1/C=C1\NC(=S)NC1=O (configuration not stated)	1	-15	6	8	5	0	-3	-6	-11	-1	0.0
O=C(Cn1cnc([N+](=O)[O-])n1)NC1CC1	0	-4	-10	13	4	0	6	-8	-7	-4	-0.2
Cc1cc(=O)oc2c(C)c(OCC(=O)N3CCN(c4cccc(Cl)c4)CC3)ccc12	-2	10	6	-30	2	-4	9	8	-2	22	-2.5
Cc1cccc(NC(=O)/C(C#N)=C/c2cn(CC(=O)NCc3ccco3)c3ccccc23)c1	11	-3	8	23	8	13	-20	11	-98	-1	-1.8
